ARFGAP1 inhibitor: rat ARFGAP1 inhibition; Q62848; Arfgap1-stimulated ARF1 GTP hydrolysis, GDP FP detection; inhibition, % at 16.5 µM; 360,000 tested, 0.26% active; AID 651572;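 active = inhibition above a per-plate limit, mean inhibition of low control wells plus 3 SD, cut at about 25% in these data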;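 also: 0% = DMSO wells with enzyme and 100% = wells lacking Arfgap1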
Target sequence (Q62848 1-136 limits assumed): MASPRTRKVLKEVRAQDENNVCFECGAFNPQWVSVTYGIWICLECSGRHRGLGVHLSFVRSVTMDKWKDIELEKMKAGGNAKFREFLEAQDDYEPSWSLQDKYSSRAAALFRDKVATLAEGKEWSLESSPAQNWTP
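Material – truncated rat Arfgap1 GAP domain · Buffer or medium – HEPES-based buffer, pH 7.5 · Reagent – human ARF1(Δ1-17)-GTP substrate · Dosing – 16.5 µM single point, 1.26% DMSO · Schedule – GTP hydrolysis reaction 2 h at 25 °C · Technique – GDP detection by fluorescence polarization · Benchmarks – No-Arfgap1 wells (100%) versus DMSO full-reaction wells (0%) · Repeats – single replicate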
ADAM17 inh: ADAM17 inhibition, QFRET primary screen; recombinant ADAM17, EDANS/DABCYL FRET peptide cleavage; 370,000 tested, 0.83% active; inhibition, % at 6.95 µM; P78536;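 active = inhibition above the mean of compounds lying between control limits plus 3 SD, set per campaign, cut at about 8.5% in these data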;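 also: 0% = DMSO-only wells as the low control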
SIAE primary: blocks human sialic acid acetylesterase; AID 1053197; SIAE FP-Rh probe binding, fluorescence polarization; Q9HAT2; inhibition, % at 9.66 µM; 370,000 tested, 0.69% active;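 active = inhibition above a cutoff: mean of compounds within the control limits plus 3 SD of those, cut at about 17% in these data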;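 also: 0% = plate median of compound wells and 100% = probe without SIAE protein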
TDP2 inh: blocks human TDP2 phosphodiesterase activity; O95551; recombinant TDP2, T5PNP hydrolysis, p-nitrophenol absorbance 415 nm; inhibition, % at 12.8 µM; 370,000 tested, 0.34% active; AID 720702;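 active = inhibition above the mean of all tested compounds plus 3 SD, set per campaign, cut at about 25% in these data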;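 also: 0% = DMSO with enzyme and 100% = buffer with substrate but no TDP2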
Target sequence (O95551 whole entry, looked up): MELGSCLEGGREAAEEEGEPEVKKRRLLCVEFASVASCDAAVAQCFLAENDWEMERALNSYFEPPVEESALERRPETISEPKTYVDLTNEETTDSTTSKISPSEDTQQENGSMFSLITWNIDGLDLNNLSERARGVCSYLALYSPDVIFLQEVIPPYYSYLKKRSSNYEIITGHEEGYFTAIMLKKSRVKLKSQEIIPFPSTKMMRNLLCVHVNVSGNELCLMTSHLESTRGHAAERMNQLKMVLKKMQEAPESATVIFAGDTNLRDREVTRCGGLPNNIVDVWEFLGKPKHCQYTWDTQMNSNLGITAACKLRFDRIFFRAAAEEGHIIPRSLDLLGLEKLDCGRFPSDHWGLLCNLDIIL
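System – recombinant human TDP2 · Amount – 120 nM TDP2 per well · Buffer or medium – Mg2+-containing Tris-HCl buffer, pH 7.5 · Reagent – T5PNP substrate, 5 mM · Dosing – 12.8 µM single point, 1% DMSO · Incubation – 2 h at 37 °C · Measured by – epi absorbance · Read-out basis – percent inhibition · Benchmarks – high control without enzyme, low control DMSO plus TDP2 · Repeats – singlicate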
DDE Tn7 FP inh: inhibitors of Tn7 peptide binding to human fibrin DD(E); P02675; FP displacement of FITC-Tn7 peptide from fibrin DD(E); 0% = median of compound wells per plate; inhibition, % at 8.3 µM; 370,000 tested, 0.13% active; AID 720508;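 active = inhibition above the mean of compounds falling within the control limits plus 3 SD of them, cut at about 14% in these data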;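 also: 0% = plate median of compound wells and 100% = 10 µM Aha-Tn7 peptide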
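Also added: labelled Tn7 tracer, 0.1 µM; Assay system: human fibrin DD(E) protein; Amount: 2 µM fibrin DD(E); Schedule: 10 min compound pre-incubation, 3 h probe incubation at room temperature; Repeats: one replicate per compound; Read-out basis: percent inhibition; Measured by: fluorescence polarization of the labelled Tn7 tracer.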
PLC-beta3 inh: PLC-beta3 (human) inhibition, primary screen; 370,000 tested, 0.18% active; Purified PLC-beta3, fluorogenic substrate, fluorescence; inhibition, % at 12.2 µM; AID 720704; Q01970; in the data active = inhibition above about 11%;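 also: 0% = median of compound wells on plate and 100% = full blocker control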
ADAM10 inh: inhibits human ADAM10; recombinant ADAM10, EDANS/DABCYL FRET peptide cleavage, 3 h; inhibition, % at 7 µM; 370,000 tested, 0.62% active; AID 720582;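 active = inhibition above a per-campaign cutoff equal to the mean of compounds falling between control-based bounds plus 3 SD, cut at about 20% in these data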;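 also: 0% = DMSO wells while the 100% control is not disclosed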
ASAP1 GAP inh: inhibitors of human ASAP1 ArfGAP activity; Q9ULH1; ASAP1-stimulated ARF1 GTP hydrolysis, GDP FP detection; AID 624377; 360,000 tested, 0.19% active; inhibition, % at 16.5 µM; in the data active = inhibition above about 25%;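 also: 0% = vehicle with enzyme and substrate and 100% = no enzyme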
Target sequence (Q9ULH1 325-724 limits assumed): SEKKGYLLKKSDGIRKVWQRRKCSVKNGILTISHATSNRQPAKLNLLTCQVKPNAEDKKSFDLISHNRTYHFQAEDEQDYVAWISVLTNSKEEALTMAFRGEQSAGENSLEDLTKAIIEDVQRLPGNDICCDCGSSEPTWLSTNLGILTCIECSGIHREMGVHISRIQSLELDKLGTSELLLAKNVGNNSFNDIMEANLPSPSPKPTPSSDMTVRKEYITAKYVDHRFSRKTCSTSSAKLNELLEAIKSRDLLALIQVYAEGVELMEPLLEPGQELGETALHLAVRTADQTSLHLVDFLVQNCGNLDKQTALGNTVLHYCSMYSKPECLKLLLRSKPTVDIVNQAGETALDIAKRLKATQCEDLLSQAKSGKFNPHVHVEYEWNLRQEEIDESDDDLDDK
Tn6 DDE FP: DD(E)-Tn6 binding inhibition, primary FP screen; P02675; Fibrin DD(E) TRITC-Tn6 fluorescence polarization displacement; inhibition, % at 8.3 µM; 370,000 tested, 0.21% active; AID 720509;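 active = inhibition above a per-campaign cutoff: mean of compounds within control limits plus 3 SD, cut at about 15% in these data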;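 also: 0% = median of all compound wells on the plate and 100% = blocking peptide control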
PLC-gamma1 inh: PLC-gamma1 (human) inhibition, primary screen | AID 720700 | purified PLC-gamma1, fluorogenic substrate, fluorescence | inhibition, % at 12.2 µM | P19174 | 370,000 tested, 0.84% active; in the data active = inhibition above about 9.5%
The depositor's hits bear a star; i = inactive.

no.	ARFGAP1 inhibitor	ADAM17 inh	SIAE primary	TDP2 inh	DDE Tn7 FP inh	PLC-beta3 inh	ADAM10 inh	ASAP1 GAP inh	Tn6 DDE FP	PLC-gamma1 inh	compound
1	0	0	0	-5	2	-9	10	-4	0	1	Cc1ccc2c(c1)N(Cc1cccc(F)c1)C(=O)C(C)O2 (stereo not drawn)
2	10	1	9	2	-1	-1	-3	7	1	2	CC(C)OC(=O)C1C(=O)CC(C)(O)C(C(=O)OC(C)C)C1c1cccc([N+](=O)[O-])c1 (stereo not drawn)
3	0	-26	4	-10	-2	-90	-117	9	-3	-69	N#Cc1nc(-c2ccc(Cl)cc2)oc1NCCc1ccccn1
4	20	1	1	-5	-2	1	-7	6	6	-1	Cc1ccc(NS(=O)(=O)c2ccccc2F)cc1S(=O)(=O)N1CCCCC1
5	-2	-1	-6	-8	2	-2	12	4	0	0	CC1=N/C(=C\c2ccc([N+](=O)[O-])cc2)C(=O)N1c1ccc(Br)c(C)c1
6	8	0	7	2	4	-2	-3	-17	5	1	Cc1noc(C)c1S(=O)(=O)N(C)C[C@H]1Oc2c(NC(=O)Nc3ccc4c(c3)OCO4)cccc2C(=O)N([C@H](C)CO)C[C@@H]1C
7	-4	1	7	-3	-4	-2	6	-13	8	4	CCCN(CCC)Cc1c(C(=O)N/N=C/C(C)=C\c2ccccc2)nnn1-c1nonc1N
8	-6	-3	7	-4	2	0	0	3	-4	0	CSc1cccc(CN2CCN(CCc3ccccc3)C(CCO)C2)c1 (stereo not drawn)
9	-6	1	3	15	2	-6	1	-15	-1	-2	COC(=O)c1noc(C)c1-c1ccnn1C(=O)c1ccc(Cl)cc1
10	10	0	-5	-8	-5	-5	-9	7	-18	-1	N#Cc1cc(C(=O)c2ccccc2OCC(=O)Nc2ccccc2Cl)cn(C2CCCCC2)c1=O
11	-8	4	-2	0	-1	7	2	-10	16*	4	CCn1c(=S)[nH]c2ccccc21
12	-11	-9	-2	-10	5	1	-5	3	4	2	COc1ccc(CNC(=O)C2CCCN2S(=O)(=O)c2ccc(F)cc2)cc1 (stereo not drawn)
13	6	-1	-7	-14	-3	-10	-6	-3	-8	-2	Cc1ccc2nc(NC(=O)CSCC(=O)OCC(=O)c3ccccc3)sc2c1
14	-6	-3	-7	17	-11	-7	-10	9	-6	0	O=C(/C=C/c1ccccc1[N+](=O)[O-])NCCN1C(=O)S/C(=C\c2ccc(F)cc2)C1=O
15	1	-6	-3	7	-3	-8	-4	8	-1	-1	Cc1ccc(NC(=O)N2CCC(NC(=O)c3cccc(F)c3)CC2)cc1
16	5	-8	1	-1	-2	1	-20	6	-8	-2	N#Cc1ccc(C23CC4CC(CC(C4)C2)C3)[nH]c1=O
17	4	-13	1	10	-1	i	-25	0	-5	i	CN(C)c1cccc2c(S(=O)(=O)NCc3ccc(S(N)(=O)=O)cc3)cccc12
18	5	-4	-8	-1	4	0	-10	-3	-2	3	CC(NC(=O)c1ccco1)C(=O)OCc1cccc(C(F)(F)F)c1 (stereo not drawn)
19	-3	-10	2	1	-2	-41	-51	19	1	-34	Cc1nc2cc3ccccc3cc2n1C
20	5	6	1	-4	-6	-2	8	5	-8	6	Cc1cccc(C(=O)Nc2cccc3c2CCCC3)c1
21	-15	-15	7	4	2	-50	-33	16	0	-30	COc1ccc(C2C(C(=O)/C=C/c3ccco3)=C(O)C(=O)N2CCN2CCOCC2)cc1OC (stereo not drawn)
22	4	-1	-5	-3	-4	-5	-5	-7	-5	4	CCN1CCc2c(OCC(=O)N3CCC(C)CC3)cccc2C1=O
23	-3	-7	0	-1	3	-15	-8	-2	-4	-9	Cc1ccc(CNC(=O)CCC2CCCN(Cc3cc4ccccc4o3)C2)o1 (stereo not drawn)
24	-1	2	1	-2	0	0	3	-6	5	-1	COC(=O)c1cc(OC)c(OC)cc1NC(=O)c1cc(OC)cc(OC)c1
25	-11	0	11	2	0	-2	6	-8	3	2	COCC(C)n1c(SCC(=O)NCCC2=CCCCC2)nc2ccccc2c1=O (stereo not drawn)
26	1	-3	-2	13	5	0	0	4	-6	-1	CCC(C)C(NC(=O)OC(C)(C)C)C(=O)NC(C(=O)NC(C)C(N)=O)C(C)C (stereo not drawn)
27	-1	-6	-2	-7	3	-18	-11	-2	-5	-15	Cc1cc(C(=O)CSc2nc(N)cc(=O)[nH]2)c(C)n1CC1CCCO1 (stereo not drawn)
28	2	-7	3	0	7	-19	-7	-15	0	-13	O=C1CNC(=O)/C(=C/c2ccco2)N1
29	10	2	7	-14	1	-6	-16	12	6	9	O=C1CCc2cc(S(=O)(=O)Nc3ccc(F)cc3)cc3c2N1CC3
30	2	-4	6	1	-2	0	-4	0	-2	-2	CSc1nncn1/N=C/c1ccccc1F
31	6	-1	4	-9	9	-4	1	-9	-7	-3	COc1ccc(N2CCN(C(=O)c3ccc(Br)o3)CC2)cc1
32	-4	-2	0	5	1	-4	-1	12	-1	-3	COc1ccc2c(c1)CCCN2C(N)=O
33	-2	-3	-2	4	1	-2	-13	3	-2	0	Cn1c(=O)c2c(nc(CN3CCN(C(=O)c4ccco4)CC3)n2Cc2cccc(Cl)c2)n(C)c1=O
34	0	-3	2	4	1	-5	-3	1	-7	0	O=C(NCCc1c[nH]c2ccccc12)N[C@@H](Cc1ccccc1)C(=O)O
35	11	-2	12	2	4	-8	-2	-12	2	-6	CC1(c2ccc([N+](=O)[O-])cc2)Nc2ccccc2S1 (stereo not drawn)
36	-1	-2	0	6	-9	2	2	7	-3	1	Cn1c(=O)oc2cc(S(=O)(=O)N3CCCC(C(=O)Nc4nccs4)C3)ccc21 (stereo not drawn)
37	-1	-4	-27	-7	-2	-20	-7	19	-4	-8	O=C1Cc2c([nH]c3ccc(Br)cc23)-c2ccccc2N1
38	-4	-2	0	8	6	2	-5	-5	2	-4	C[C@@H]1CN([C@H](C)CO)C(=O)CCCn2nncc2CO[C@H]1CN(C)C(=O)c1ccncc1
39	16	-2	-2	4	-2	-4	1	-6	4	0	COc1cc(CC(=O)OCC(=O)N2CC(=O)Nc3ccccc32)cc(OC)c1OC
40	-1	2	-2	-3	-6	-6	0	7	10	-2	O=C(Nc1ccc(CN2CCOCC2)cc1)c1ccc(Cl)cc1

Compound profiles, from the list above. Values in the order: ARFGAP1 inhibitor, ADAM17 inh, SIAE primary, TDP2 inh, DDE Tn7 FP inh, PLC-beta3 inh, ADAM10 inh, ASAP1 GAP inh, Tn6 DDE FP, PLC-gamma1 inh
Cn1c(=O)oc2cc(S(=O)(=O)N3CCCC(C(=O)Nc4nccs4)C3)ccc21 (stereo not drawn) is listed as -1, -2, 0, 6, -9, 2, 2, 7, -3, 1
COC(=O)c1noc(C)c1-c1ccnn1C(=O)c1ccc(Cl)cc1 is listed as -6, 1, 3, 15, 2, -6, 1, -15, -1, -2
COc1ccc(N2CCN(C(=O)c3ccc(Br)o3)CC2)cc1 is listed as 6, -1, 4, -9, 9, -4, 1, -9, -7, -3
Cc1nc2cc3ccccc3cc2n1C is listed as -3, -10, 2, 1, -2, -41, -51, 19, 1, -34

Remaining list, next part.
no.	ARFGAP1 inhibitor	ADAM17 inh	SIAE primary	TDP2 inh	DDE Tn7 FP inh	PLC-beta3 inh	ADAM10 inh	ASAP1 GAP inh	Tn6 DDE FP	PLC-gamma1 inh	compound
41	3	-7	-2	-15	1	-16	-21	9	4	-3	COc1ccc(CC(=O)N/N=C/c2ccc(-c3ccc(F)cc3)o2)cc1OC
42	4	0	-2	4	-5	-6	2	-1	1	3	Nc1nc2ccc(Cc3ccncc3)cc2s1
43	0	-4	-4	3	-1	0	-3	4	3	-1	CCCCCCN=CC1=C(O)CC(C)(C)CC1=O
44	6	-5	0	11	1	-12	-1	17	-5	-5	COC(=O)c1cc(NS(=O)(=O)c2cccc(Cl)c2)ccc1N1CCOCC1
45	-3	-1	5	-3	5	-9	5	1	3	0	O=C(CN1CCN(S(=O)(=O)N2CCCCC2)CC1)Nc1ccc(Cl)c(Cl)c1
46	-2	-7	7	9	5	-1	-3	3	-9	0	N#CCCN(C(=O)CSc1ccc2c(c1)OCCO2)c1ccc(F)cc1
47	13	0	0	1	1	-2	4	-5	1	-3	Cc1ccc(C)c(NC(=O)c2c(Cl)nc3ccccn23)c1
48	1	0	-3	-1	1	2	1	5	-6	2	CCNC(=O)CCSc1nc2cc(Cl)ccc2o1
49	1	-7	5	9	15*	1	1	0	-1	0	O=C(NCCNS(=O)(=O)c1ccccc1)N1CCOCC1
50	0	1	4	7	-1	-5	-1	-2	-2	1	CCOc1cccc2sc(N(CCN(C)C)C(=O)c3ccc4c(c3)OCCO4)nc12
51	-9	-16	5	5	0	-343	-29	-19	-2	-239	CSc1nnc2ccc(-c3ccc(C)cc3)nn12
52	-4	-8	10	6	-2	-4	-8	-14	-2	-4	c1csc(-c2nn3c(Cn4cnc5ccccc54)nnc3s2)c1
53	-6	2	-6	-10	-7	-5	5	6	-7	2	CN(CC1CCCO1)S(=O)(=O)c1ccc(C(=O)Nc2nnc(-c3ccccc3)o2)cc1 (stereo not drawn)
54	1	-2	-2	-5	-7	-9	2	-3	9	-2	CS(=O)(=O)Nc1nc2n(n1)C(c1ccccc1)CC(c1ccccc1)N2 (stereo not drawn)

This is a random part of the collection, and some 3.6% of all compounds hit somewhere here.
